RTF Ca sens act: cardiac RTF calcium sensitivity activators, primary screen, biochemical, IANBD-TnC fluorescence, EC20 calcium; AID 493008, 2010; actives 0.24% (n = 340,000); activation, % at 7.2 µM; Troponin I, cardiac muscle (Homo sapiens) + Troponin T, cardiac muscle (Homo sapiens) + …; IANBD-labeled TnC RTF fluorescence at EC20 calcium; 0% EC20 calcium, 100% full calcium;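 active = activation above the mean over all tested compounds plus 3 SD, cut at about 30% in these data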;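 note: rise in fluorescence read as greater calcium sensitivity of cardiac thin filaments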
LANA DNA inh: inhibitors of KSHV C-LANA binding to DNA, primary screen, biochemical, fluorescence polarization, FAM-LBS DNA, MBP-C-LANA, single point; inhibition, % at 9 µM; actives 0.078% (n = 340,000); Kaposi's sarcoma herpesvirus LANA C-terminal domain (residues 932-1162) DNA binding;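 active = highest replicate inhibition at or above 60% at 9 µM, even if other replicates fall short; inactive = all replicates below 60% inhibition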;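 note: 0% = neutral control wells and 100% = 4 µM acridine orange control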
MOR-DOR inv ag: inverse agonists of MOR-DOR heterodimerization, primary screen, cell-based, luminescence. Mu-type opioid receptor (Homo sapiens) + Delta-type opioid receptor (Homo sapiens), …. cell-based MOR-DOR heterodimer luminescence, inverse agonism. inhibition, % at 9.3 µM. actives 0.21% (n = 340,000). AID 504357, 2011; in the data active = inhibition above about 22%, passing the limit was not always enough;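 note: 0% = cells with DMSO and 100% = wells without cells with DMSO; values of inactives mirror those of a sister screen read the other way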
V-ATPase pHluor: regulators of yeast V-ATPase proton pumping, primary screen, pHLuorin cytosolic pH fluorescence. S. cerevisiae. response, % at 10 µM. actives 0.37% (n = 350,000); in the data active = response mostly above about 7.3%, no sharp cut-off; inactive = mostly below about 5.4%; note: actives read high; inactives centre near 0; some compounds called inactive have numbers as strong as hits; reference of the scale not given here
Keap1 Nrf2 FP: Keap1-Nrf2 protein-protein interaction inhibitors, primary screen, biochemical, fluorescence polarization, single point; Keap1 Kelch-Nrf2 peptide fluorescence polarization, 1536-well; inhibition, % at 9.4 µM; actives 0.15% (n = 340,000); AID 504523, 2011; in the data active = inhibition above about 12%;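 note: human Keap1 Kelch domain with fluorescein labeled Nrf2 9mer peptide probe; 0% = neutral control wells and 100% = peptide positive control; higher means more block of Keap1 binding to Nrf2 peptide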
Cardiac RTF inh: cardiac RTF calcium sensitivity inhibitors, primary screen, biochemical, IANBD-TnC fluorescence, EC70 calcium; IANBD-labeled cardiac RTF, Ca2+ fluorescence; inhibition, % at 7.15 µM; actives 0.12% (n = 340,000);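 active = inhibition above the mean inhibition of all tested compounds plus 3 SD, cut at about 17% in these data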;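 note: assay run at fixed EC70 calcium of 1.6 mM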
DSG3 Ab inh: inhibitors of pemphigus antibody binding to DSG3, primary screen, biochemical, bead-based, flow cytometry, scFv-GFP. Desmoglein-3 (Homo sapiens), P32926. DSG3-coupled beads, scFv-anti-DSG3-GFP binding; hits give low values. binding (percent of control), % at 10 µM. actives 0.48% (n = 310,000). AID 588358, 2011;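 active = binding more than 3 SD below its plate's average and above zero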;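 note: hits lower antibody fragment binding to DSG3; some compounds called inactive have numbers as strong as hits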
Target sequence (P32926 whole entry, looked up, the tested form may be a part): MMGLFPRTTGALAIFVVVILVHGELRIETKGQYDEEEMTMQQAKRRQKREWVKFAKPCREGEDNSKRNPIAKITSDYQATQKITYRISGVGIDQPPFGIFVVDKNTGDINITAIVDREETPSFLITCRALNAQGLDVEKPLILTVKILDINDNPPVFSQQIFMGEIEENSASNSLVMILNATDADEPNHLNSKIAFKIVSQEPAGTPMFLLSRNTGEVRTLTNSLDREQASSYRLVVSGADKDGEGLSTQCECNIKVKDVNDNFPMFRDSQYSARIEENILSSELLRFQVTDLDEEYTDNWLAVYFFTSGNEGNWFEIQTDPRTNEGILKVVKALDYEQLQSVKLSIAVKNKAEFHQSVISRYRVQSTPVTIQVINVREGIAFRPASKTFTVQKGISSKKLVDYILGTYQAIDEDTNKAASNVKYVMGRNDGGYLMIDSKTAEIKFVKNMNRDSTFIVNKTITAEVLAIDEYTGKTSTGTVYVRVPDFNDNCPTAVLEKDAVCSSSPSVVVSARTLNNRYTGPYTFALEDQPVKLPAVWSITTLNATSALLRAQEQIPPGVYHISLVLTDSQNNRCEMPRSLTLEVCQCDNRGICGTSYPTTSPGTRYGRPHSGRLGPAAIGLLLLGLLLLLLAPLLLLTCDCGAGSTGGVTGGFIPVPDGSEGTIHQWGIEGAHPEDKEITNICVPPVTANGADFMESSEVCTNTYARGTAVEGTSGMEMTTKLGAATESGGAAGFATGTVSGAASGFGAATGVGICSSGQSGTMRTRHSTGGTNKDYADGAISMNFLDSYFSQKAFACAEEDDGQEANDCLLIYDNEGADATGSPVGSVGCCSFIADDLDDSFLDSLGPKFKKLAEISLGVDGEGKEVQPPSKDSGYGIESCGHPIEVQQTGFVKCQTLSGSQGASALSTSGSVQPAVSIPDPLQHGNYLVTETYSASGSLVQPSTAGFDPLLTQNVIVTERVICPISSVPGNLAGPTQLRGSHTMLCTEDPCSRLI
OPRM1-OPRD1 ag: agonists of OPRM1-OPRD1 heterodimerization, primary screen, cell-based, luminescence; Mu-type opioid receptor (Homo sapiens) + Delta-type opioid receptor (Homo sapiens), …; cells; activation, % at 9.3 µM; actives 0.3% (n = 340,000); AID 504326, 2011; in the data active = activation above about 18%;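 note: 0% = vehicle-treated cells and 100% = reference agonist; values of inactives mirror those of a sister screen read the other way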
Wnt bcat act: Wnt/beta-catenin pathway activators, primary screen, cell-based, plate reader, single point; Wnt/beta-catenin reporter cell assay, activator; activation, % at 9.35 µM; actives 1.2% (n = 300,000); in the data active = activation above about 30%, passing the limit was not always enough;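 note: 0% = neutral control wells and 100% = positive control wells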
Arrestin-AP2 inh: inhibitors of beta-arrestin/AP2 binding, primary screen, biochemical, GPCR trafficking, flow cytometry. beta-arrestin 1 C-terminal peptide binding to AP2 beta2-adaptin appendage (human). FITC-arrestin peptide / GST-AP2 beads; AP2 beta2 appendage carries R879A mutation. inhibition, % at 10 µM. actives 0.31% (n = 340,000);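 active = inhibition above a set limit, near 3 SD of compounds lacking own fluorescence, cut at about 54% in these data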;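 note: plate controls were DMSO wells for no effect and 5 µM unlabelled arrestin peptide for full effect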
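System: GST-AP2 R879A glutathione beads. Medium: PBS with 0.05% Tween 20 and 0.1% BSA. Also added: FITC-arrestin peptide, 50 nM. Incubation: 12 min plus 1 h, RT. Measured by: high-throughput flow cytometry of beads, ex 488, em 535 nm. Evaluation: percent drop in bead-associated FITC signal.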
* = called active by the depositor; · = not tested or not shown.

SMILES | RTF Ca sens act | LANA DNA inh | MOR-DOR inv ag | V-ATPase pHluor | Keap1 Nrf2 FP | Cardiac RTF inh | DSG3 Ab inh | OPRM1-OPRD1 ag | Wnt bcat act | Arrestin-AP2 inh
Cc1ccc(NC(=O)CC(NCCN2CCOCC2)C(=O)O)cc1Cl (centres undefined) | 0 | 0.1 | 15 | -2 | 5 | -1 | 124 | -3.0 | -6 | 11
COc1ccc(-c2sc3ccccc3c2C#CCO)cc1 | 5 | 2.0 | -28 | 10 | 0 | -12 | 117 | 5.1 | 0 | 10
CCOC(=O)C1CCN(C(=O)Nc2ccc(C)c(Cl)c2)CC1 | -2 | -0.2 | 0 | 2 | 6 | 0 | 118 | 0.1 | -2 | 4
Cc1ccc2c(c1)C(c1ccccc1)CC(=O)O2 (centres undefined) | 5 | 1.6 | 3 | 3 | 0 | 1 | · | -0.6 | 2 | -8
Cc1cccc(CC2S/C(=N/c3ccccn3)NC2=O)c1 (centres undefined) | -7 | 0.0 | -10 | 2 | -1 | 4 | 101 | 1.8 | -4 | 0
COC(=O)C1CCN(C(=O)c2ccc3nc(-c4cccc(OC)c4)oc3c2)CC1 | 8 | -1.1 | 7 | -1 | 3 | -10 | 110 | -2.0 | 32* | 29
Cc1ccc(-n2c(-c3ccccc3)c[n+]3c2CCC3)cc1 | -2 | -1.5 | -2 | -2 | 4 | -7 | 100 | 0.4 | -1 | 13
CCO[C@H]1OC(C(=O)NCc2ccccc2)=C[C@@H](C2CC2)[C@@H]1CCCO | 10 | 0.2 | 16 | 0 | -3 | -8 | 100 | -2.8 | -1 | 7
C[C@H]1CN([C@@H](C)CO)C(=O)c2cc(NC(=O)C3CCCCC3)ccc2O[C@H]1CN(C)Cc1ccc(-c2ccccc2)cc1 | 10 | -0.9 | 0 | -5 | -2 | -1 | 102 | 0.0 | -5 | 0
CCCC(CCC)C(=O)Nc1cccc(C(=O)O)c1 | 4 | -1.1 | 4 | -4 | 1 | -3 | 104 | -0.7 | 0 | 1
COCC(C)NC(=O)CSc1nc2ccccc2c(=O)n1CCc1ccc(S(N)(=O)=O)cc1 (centres undefined) | 1 | -1.0 | 13 | 7 | 0 | -3 | 108 | -2.4 | 0 | -15
O=C(O)C1CC(=O)N(Cc2cccs2)C1 (centres undefined) | 5 | 1.2 | -13 | 3 | -3 | -2 | 109 | 2.3 | 0 | 12
COc1cccc(-c2nc(CS(=O)(=O)CC(=O)NCCCN3CCOCC3)c(C)o2)c1 | 4 | -0.6 | -2 | 1 | 0 | -6 | · | 0.4 | 0 | -5
CCOc1ccccc1-n1c(SCC(=O)N(CC)CC)nnc1-c1ccccn1 | 3 | 0.8 | 11 | -3 | 0 | -5 | 107 | -2.0 | · | -3
Cc1ccc(C23CC4CC(CC(C(=O)NC(C)C(N)=O)(C4)C2)C3)cc1 (centres undefined) | -2 | 0.1 | 14 | 6 | -4 | 1 | 86 | -2.7 | -2 | -2
CC1=C(C(=O)OCc2ccccc2)C(c2ccc3c(c2)OCO3)NC(=O)N1CCCC(=O)O (centres undefined) | -2 | -1.6 | 2 | -2 | -1 | -7 | 101 | -0.3 | 0 | 8
CCN(CC)CCCNC(=O)CCC(=O)Nc1ccc2nc(N3CCCCC3)cc(C)c2c1 | -5 | -0.8 | 15 | 4 | 0 | -19 | 106 | -3.0 | 19 | -5
C/C(=N\OCC(=O)Nc1c(C)cc(C)cc1C)c1ccc2c(c1)OCCO2 | -2 | 3.6 | 0 | 0 | -1 | -20 | 106 | -0.1 | 0 | 2
Cc1ccc(N2CCN(C(=O)c3cccs3)CC2)c(C)c1 | 2 | 0.3 | 9 | -1 | 3 | 1 | 128 | -1.9 | 0 | -13
CC(C)C(=O)NC(=S)Nc1nnn(C)n1 | 6 | 0.2 | 15 | 3 | -2 | 0 | 93 | -3.4 | · | 10
CCOc1cc(C)c(Cl)cc1S(=O)(=O)n1nnc2ccccc21 | 1 | 0.5 | 14 | 4 | -1 | -6 | 100 | -2.8 | 1 | -3
c1ccc(CSC2=NNC(c3ccccn3)S2)cc1 (centres undefined) | 3 | 1.2 | -13 | 6 | -4 | 0 | · | 2.5 | 0 | 1
C[C@H]1C(=O)N(C)CCN1Cc1cn(C)nc1-c1ccc(Oc2ccccc2)cc1 | -3 | 0.0 | 1 | 0 | 1 | -3 | 101 | -0.2 | 1 | -23
O=C(NCC(c1ccco1)N1CCN(c2ccccc2F)CC1)c1ccc2c(c1)OCO2 (centres undefined) | -1 | 0.3 | 12 | -1 | -2 | 11 | 101 | -1.9 | -1 | -4
CC(/C=C/c1ccc(O)cc1)=NNc1ccccc1 | -4 | 0.0 | 6 | 3 | 0 | 0 | 95 | -1.2 | -2 | 4
O=C1c2ccccc2C(=O)N1CCCn1c2ccc(Cl)cc2c2nc3ccccc3nc21 | -6 | -1.6 | 19 | 3 | 0 | 1 | 98 | -3.6 | -3 | 40
CCOc1ccc(S(=O)(=O)Nc2ccc3c(c2)OCO3)cc1 | -6 | -0.1 | -19 | -2 | 2 | -10 | 123 | 2.3 | -5 | 17
Brc1ccccc1-c1nnc(CSc2nnc3sc4ccccc4n23)o1 | 2 | -1.0 | 14 | -1 | -3 | -12 | · | -2.2 | -3 | -1
O=C(COc1ccc(Cl)cc1)NCCNC(=O)c1cnccn1 | 0 | -2.1 | -26 | 6 | 4 | -13 | 107 | 3.2 | -1 | 6
CN(C)S(=O)(=O)c1ccc(NC(=S)NC(=O)c2cccs2)cc1 | · | 0.9 | · | 2 | 4 | · | · | · | 1 | -3
CC1CCCC(NC(=O)CSc2cccc[n+]2[O-])C1C (centres undefined) | -3 | -0.7 | 14 | -3 | -6 | 2 | 103 | -3.5 | -3 | -20
CC(C)(C)c1ccccc1NC(=O)N1CCNC(=O)C1CC(=O)Nc1ccc(F)cc1 (centres undefined) | 0 | 0.3 | 0 | 10 | -5 | 3 | 120 | 0.0 | -1 | -1
Cc1ccc(NC(=O)COc2ncnc3ccccc23)cc1S(=O)(=O)N1CCOCC1 | -1 | -0.4 | 13 | -1 | -6 | 0 | 113 | -2.4 | -1 | 12
O=C1CCCc2nc3c(cc21)C(O)Oc1ccccc1-3 (centres undefined) | 5 | 0.5 | 0 | 16* | -4 | -8 | · | 0.0 | -2 | 41
CCOc1cc(S(=O)(=O)Nc2ccc(Cl)cn2)ccc1Cl | -1 | 0.5 | -2 | 1 | -3 | -6 | · | 0.2 | · | 5
CCCN(CC(=O)Nc1ccccc1C)C(=O)c1ccc(S(=O)(=O)N2CCCCC2)cc1 | 5 | -0.9 | -6 | 0 | -1 | -4 | 109 | 1.1 | 1 | -7
O=C(CN1C(=O)CC(c2ccccc2)S(=O)(=O)c2ccccc21)N1CCCC1 (centres undefined) | 6 | 0.2 | 1 | 0 | -4 | -15 | 105 | -0.3 | 0 | 8
CC1CC(Nc2ccccc2)=CC(=O)O1 (centres undefined) | 5 | 2.2 | 14 | 0 | -4 | 11 | 104 | -2.5 | · | 3
COCC(=O)c1[nH]c2ccccc2c1C | -4 | 0.1 | 6 | 2 | -2 | 7 | 93 | -1.0 | · | 25
C=CCNc1oc(-c2cccs2)nc1C#N | 1 | -1.3 | 12 | -1 | -3 | 1 | 87 | -2.4 | · | 2
Cn1ccnc1C(=O)c1ccc(N)cc1 | -5 | 1.1 | 7 | 2 | 2 | -12 | · | -1.1 | -1 | -14
COc1ccc(S(=O)(=O)N2CCC(C(=O)N[C@@H](C)C(=O)NCc3ccccc3OC)CC2)cc1 | -2 | 0.9 | 11 | -4 | -2 | -11 | 99 | -2.1 | 0 | -4
CCN(c1ccccc1)S(=O)(=O)c1ccc(Cl)c(C(=O)NC2CCN(Cc3ccccc3)CC2)c1 | -13 | 0.6 | -15 | -6 | 3 | 1 | 111 | 3.0 | -3 | -7
CSc1ccccc1NC(=O)C(C)N(C)CC(=O)N1CCN(Cc2ccccc2)CC1 (centres undefined) | -1 | 0.4 | 2 | -2 | -4 | -5 | 104 | -0.6 | -1 | 1
CCOc1ccc(OCCCCN2CCCC2)cc1 | -1 | -1.2 | 5 | -2 | -7 | -12 | 106 | -0.9 | -6 | 14
Cc1csc(NC(=O)CSc2nncc(=O)n2N)n1 | 2 | 0.4 | 0 | -3 | -3 | -2 | · | 0.0 | -2 | -14
CN(C)c1nc(OCCNC(=O)Nc2ccccc2)nc(N(C)C)n1 | 2 | -0.3 | -4 | -1 | -3 | 7 | 104 | 0.7 | · | -3
Clc1cccc(-c2ccc(CNCCCN3CCOCC3)o2)c1 | -9 | -1.0 | -3 | 2 | 2 | -4 | 88 | 0.4 | -2 | -6
O=c1c2cnn(-c3ccccc3)c2nnn1Cc1ccccn1 | -4 | -0.3 | 12 | 1 | 1 | 0 | 97 | -2.0 | 23 | 31
COCCn1nnnc1CN1CCC(NC(=O)Nc2cccc(OC)c2)CC1 | 0 | 1.0 | 7 | -3 | 4 | -8 | 90 | -1.5 | -6 | 2
O=C(Nc1cc(-c2ccccc2)nn1-c1ccccc1)c1ccccc1F | 3 | 2.0 | 0 | 1 | -1 | -1 | 100 | 0.1 | 4 | 27
CCC(=O)Nc1nnc(S(=O)(=O)N2c3ccccc3CC2C)s1 (centres undefined) | 4 | -2.4 | -2 | 0 | -1 | -5 | 99 | 0.4 | -2 | 4

Screening data deposited in PubChem by several laboratories.
